# Mdm2 MdmX PPI: inhibitors of human Mdm2-MdmX association, primary screen, cell-based, luminescence, split luciferase, SaOS-2, uHTS; AID 485346, 2010; Protein Mdm4 (Homo sapiens) + E3 ubiquitin-protein ligase Mdm2 (Homo sapiens), …; inhibition, % at 8 µM; SaOS-2 split-luciferase Mdm2/MdmX complementation; 3% of 330,000 active;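 active means inhibition of at least 50% at 8 µM in the primary screen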
# Target sequence (O15151 whole entry, looked up): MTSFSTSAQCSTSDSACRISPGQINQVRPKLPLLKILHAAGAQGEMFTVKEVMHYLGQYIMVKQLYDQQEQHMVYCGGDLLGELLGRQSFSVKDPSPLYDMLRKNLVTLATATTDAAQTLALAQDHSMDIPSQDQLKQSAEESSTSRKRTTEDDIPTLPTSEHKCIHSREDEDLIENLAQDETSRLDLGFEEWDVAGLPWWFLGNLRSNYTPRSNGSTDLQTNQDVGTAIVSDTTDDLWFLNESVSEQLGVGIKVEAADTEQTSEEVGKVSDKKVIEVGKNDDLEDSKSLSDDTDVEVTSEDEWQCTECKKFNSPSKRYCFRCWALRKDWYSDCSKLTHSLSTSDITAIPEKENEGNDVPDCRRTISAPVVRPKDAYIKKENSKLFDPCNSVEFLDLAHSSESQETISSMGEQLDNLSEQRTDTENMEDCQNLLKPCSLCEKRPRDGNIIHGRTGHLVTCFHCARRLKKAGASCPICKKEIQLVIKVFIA
# Target sequence (Q00987 whole entry, looked up): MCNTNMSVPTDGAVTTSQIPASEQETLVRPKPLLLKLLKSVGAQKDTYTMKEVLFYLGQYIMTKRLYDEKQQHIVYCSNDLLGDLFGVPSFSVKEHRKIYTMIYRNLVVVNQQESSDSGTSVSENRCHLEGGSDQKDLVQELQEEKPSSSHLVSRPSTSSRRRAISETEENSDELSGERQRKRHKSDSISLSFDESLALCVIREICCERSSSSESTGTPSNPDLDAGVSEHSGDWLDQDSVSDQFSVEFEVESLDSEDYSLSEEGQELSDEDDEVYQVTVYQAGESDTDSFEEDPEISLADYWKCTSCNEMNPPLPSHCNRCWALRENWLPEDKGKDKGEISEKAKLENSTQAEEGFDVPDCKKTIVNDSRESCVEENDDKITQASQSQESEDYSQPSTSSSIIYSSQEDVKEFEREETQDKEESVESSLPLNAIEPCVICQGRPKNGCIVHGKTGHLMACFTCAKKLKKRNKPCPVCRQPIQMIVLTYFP
# CHOP UPR activ: activators of apoptotic CHOP UPR arm, primary screen, cell-based, CHO-CHOP luciferase reporter, luminescence, uHTS; 0.34% of 330,000 active; UPR activation; percent of tunicamycin response over DMSO baseline; activation, % at 10 µM;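 active means at 10 µM dose, activation of 40% or more, normalized to positive control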;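 further: 100% = tunicamycin at 10 µg/mL and 0% = DMSO alone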
#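 Evaluation: % reporter activation, DMSO baseline versus tunicamycin full activation; System: CHO-CHOP luciferase reporter cell line; Input: 500 cells/well; Incubation: 6 h compound treatment, 37 °C; Measured by: Steady-Glo luciferase luminescence; Dosing: one dose, 10 µM in 0.5% DMSO; Buffer or medium: F12 medium, 10% FBS; Benchmarks: positive tunicamycin 10 µg/mL, negative DMSO alone.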
# TIM10 inh: growth inhibitors of isogenic TIM10 control yeast, primary screen, counter-screen for tim10-1 yeast inhibitor project, luminescence, uHTS. inhibition, % at 10 µM. 1.4% of 330,000 active. S. cerevisiae TIM10 strain growth, BacTiter-Glo luminescence, 24 h;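 active means inhibition of 40% or more at the single tested concentration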;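 further: wild-type TIM10 isogenic control strain grown at permissive 25 °C; 0% = DMSO yeast wells and 100% = minimal medium wells without yeast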
# tim10-1 inh: growth inhibitors of tim10-1 mutant yeast, primary screen, luminescence, uHTS; inhibition, % at 20 µM; 2.2% of 330,000 active; AID 463190, 2010; S. cerevisiae tim10-1 ts strain growth, BacTiter-Glo, 24 h;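 active means inhibition of at least 40%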;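 further: mutant grown at 25 °C; 0% = DMSO wells with yeast and 100% = wells holding no yeast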
# 697 NFkB inh: inhibitors of PMA/ionomycin-induced NF-kB reporter, 697 cells, primary screen, B-cell NF-kB inhibitor project, cell-based, luminescence, uHTS; 697 B-cell NF-kB luciferase reporter, 16 h; inhibition, % at 4 µM; 0.33% of 330,000 active; AID 435022, 2010; in the data active means inhibition above about 35%
# Jurkat NFkB inh: inhibitors of induced NF-kB luciferase reporter, primary screen, TCR NF-kB activation inhibitor project, cell-based, luminescence, uHTS; Jurkat, PMA/ionomycin-induced NF-kB luciferase reporter; inhibition, % at 4 µM; 0.53% of 330,000 active; in the data active means inhibition above about 50%
# tim23-1 inh: growth inhibitors of tim23-1 mutant yeast, primary screen, luminescence, uHTS; S. cerevisiae tim23-1 growth, BacTiter-Glo luminescence, 24 h; inhibition, % at 20 µM; 1.3% of 330,000 active; AID 463212, 2010;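 active means growth inhibition of the mutant yeast at or above 50%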;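 further: temperature-sensitive mutant grown at 25 °C; plate controls were DMSO-treated mutant yeast for no effect and medium wells lacking yeast for full effect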
# UPR XBP1 act: activators of adaptive XBP1 UPR arm, primary screen, cell-based, CHO-XBP1 luciferase reporter, luminescence, uHTS. IRE1-XBP1 UPR activation; percent of tunicamycin response, DMSO as zero. activation, % at 20 µM. 0.33% of 330,000 active. AID 463104, 2010;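 active means versus positive control, 20 µM dose yields 30% or more activation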;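 further: 100% = tunicamycin at 10 µg/mL and 0% = DMSO only wells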
#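 Assay system: IRE1-XBP1 luciferase reporter CHO line. Input: 1000 cells/well. Buffer or medium: F12 with 10% serum. Doses: 20 µM, 1% DMSO. Times: overnight seeding at 37 °C, 6 h compound treatment at 37 °C. Technique: Steady-Glo luciferase glow luminescence, 10 min after reagent addition.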
# Starred values were filed as active, the others as inactive. Hits appear at their usual frequency. Share with any hit: about 6.6%.
Molecule	Mdm2 MdmX PPI	CHOP UPR activ	TIM10 inh	tim10-1 inh	697 NFkB inh	Jurkat NFkB inh	tim23-1 inh	UPR XBP1 act
O=C1CCCC(O)=C1N=Nc1ccc2ncsc2c1	-32	5.4	-5	13	-59	2	2	3
O=C(CN1C2CCCC1CC(NC(=O)c1ccccc1)C2)Nc1ccccc1 (stereo not drawn)	12	0.6	-6	13	8	5	11	-2
Cc1c(NC(=O)COC(=O)CCc2c[nH]c3ccccc23)c(=O)n(-c2ccccc2)n1C	3	-0.6	1	7	-34	7	-7	-3
O=[N+]([O-])c1ccc(CN2CCCCCC2)cc1	1	0.1	-6	-2	7	6	-11	-3
COc1ccc(CCNC(=O)CN(Cc2ccc(Cl)cc2)S(C)(=O)=O)cc1	7	-1.5	-9	10	-11	16	25	-5
COc1cccc(CC(=O)Nc2ccc(-c3csc(C)n3)cc2)c1	-19	2.5	14	13	-27	-12	38	1
C=CCNC(=O)c1ccc2nccnc2c1	-1	1.8	5	-13	6	0	-1	2
COc1ccccc1OCc1cc(-c2ccccc2)no1	-100	5.2	9	14	-86	-91	-13	-2
CC(=O)c1ccc(NC(=O)CSc2nnc(-c3ccco3)o2)cc1	-31	4.5	-17	-15	-12	-21	-12	2
Cc1ccc(NC(=O)CN2CCc3ccccc3C2)cc1S(=O)(=O)N(C)C	-1	-0.5	4	21	7	-3	6	-1
CCc1noc(C)c1C(=O)NNC(=O)COc1ccc(C)cc1	-1	2.4	1	-1	10	1	-3	-3
CC(=O)c1c(N2CCOCC2)nc(=S)n(Cc2ccccc2)c1C	17	-0.4	8	5	4	-1	11	0
CCOC(=O)N1CCN(S(=O)(=O)c2cc3c(cc2C)NC(=O)CO3)CC1	16	-0.2	4	1	7	-5	6	-2
COC(=O)c1ccc(OC)c(CSc2nnc(-c3ccc(C(C)(C)C)cc3)o2)c1	17	3.1	21	15	-34	-5	13	1
CCN(c1ccccc1C)S(=O)(=O)c1cc2c3c(c1)CCC(=O)N3CCC2	27	0.5	-17	30	-4	3	20	-2
Cc1ccc(S(=O)(=O)N(C)CCCC(=O)Nc2cc(C)ccc2C)cc1	15	1.5	3	13	20	9	8	0
CC(C)[C@@H](CSc1ccccc1)N1CCN(Cc2ccccc2)CCC1=O	9	-1.0	-4	13	-7	7	29	-1
O=C(C[n+]1ccc(C(=O)NCCCO)cc1)c1cccc(Br)c1	22	-0.8	-16	4	8	7	-13	0
CS(=O)(=O)Nc1cccc(C2=NN(C(=O)c3cccc(F)c3)C(c3cccs3)C2)c1 (stereo not drawn)	-8	1.1	18	10	-2	-12	19	-10
Cc1sc2ncnc(NCC3(N4CCOCC4)CCCCC3)c2c1C	-2	-2.3	-62	3	3	11	17	-2

# Going on with the list.
Molecule	Mdm2 MdmX PPI	CHOP UPR activ	TIM10 inh	tim10-1 inh	697 NFkB inh	Jurkat NFkB inh	tim23-1 inh	UPR XBP1 act
CN(/N=C/Cc1nnnn1-c1ccc(Cl)cc1)c1ccccc1	-14	-0.4	25	29	-49	-46	35	-2
CNC(=O)CN1C(=O)NC(Cc2c[nH]c3ccccc23)C1=O (stereo not drawn)	-13	1.0	-7	10	-9	-1	15	-1
O=C(CSc1nncn1-c1cccnc1)Nc1cccc([N+](=O)[O-])c1	0	1.0	-21	-12	22	1	-9	8
C/C(=N\NC(=O)c1nn(C)c(C)c1Br)c1ccc(NC(=O)c2ccccc2F)cc1	17	3.9	13	7	-41	-53	-14	-1
COc1ccc(S(=O)(=O)Nc2ccc(Cc3ccncc3)cc2)cc1C	24	3.1	14	21	-30	27	19	-6
Cc1nnc2ccc(-c3ccc(NC(=O)c4ccc(Cl)nc4)cc3)nn12	11	0.8	9	2	18	-8	2	-1
CCOc1cccc(=O)c2c(C)n(CC(=O)c3ccccc3)c(C)c12	5	0.0	3	1	7	5	-3	3
CCc1nnc(NC(=O)c2ccc(S(=O)(=O)N(C)Cc3ccccc3)cc2)o1	40	3.0	19	4	3	13	20	-3
C=CC[C@@H](CC(=O)N[C@@H](CO)Cc1ccccc1)C(=O)NCCOC(=O)[C@@H](CC=C)Cc1ccc(F)cc1	-26	0.1	20	26	-10	-7	22	-2
O=S(=O)(Nc1nc2ccc(S(=O)(=O)N3CCCCC3)cc2s1)c1ccccc1	6	-2.1	-3	1	5	4	4	0
Cc1ccccc1OCc1nnc(SCC(=O)Nc2ccc3c(c2)OCO3)n1C	17	0.8	-20	21	27	1	0	2
CCC(C)(C)NC(=O)C(c1ccc(F)cc1)N(Cc1ccc(OC)cc1)C(=O)c1cnccn1 (stereo not drawn)	25	-0.1	10	29	-8	-16	13	-3
CCNC(=O)COC(=O)c1cc(=O)[nH]c2ccccc12	-35	-0.3	8	4	2	-11	0	-2
O=C(CCc1ccc(S(=O)(=O)N2CCOCC2)cc1)OCc1nc2ccccc2s1	-18	4.8	23	29	-26	-25	19	-1
O=S1(=O)NC(c2ccccc2)CC(CC2CCCCC2)O1 (stereo not drawn)	-29	-1.4	-9	34	10	5	-14	2
COc1ccc(NC(=O)c2ccc3c(=O)n(-c4ccc(OC)cc4OC)c(=S)[nH]c3c2)cc1	33	-3.1	0	3	19	13	4	-2
Cc1cc(=O)n(C)c2ccccc12	19	-0.2	0	8	23	7	-7	3
Nc1cccc2c1C(=O)N(C(=O)c1ccco1)C2=O	11	-1.5	5	-1	13	-5	18	-5
COc1ccc(N(Cc2ccccc2)S(=O)(=O)c2cccc(C(=O)Nc3ccccn3)c2)cc1	57*	0.8	-2	6	7	3	26	-2
Cc1ccc(Nc2c(F)c(F)c(F)c(F)c2C(=O)O)cc1	14	-0.3	19	-1	22	21	0	-2

# An excerpt from above, reduced to tim23-1 inh, TIM10 inh and 697 NFkB inh.
structure	tim23-1 inh	TIM10 inh	697 NFkB inh
COc1ccc(N(Cc2ccccc2)S(=O)(=O)c2cccc(C(=O)Nc3ccccn3)c2)cc1	26	-2	7
Cc1ccc(Nc2c(F)c(F)c(F)c(F)c2C(=O)O)cc1	0	19	22

# Copied from the list:
# In 697 NFkB inh, `O=S(=O)(Nc1nc2ccc(S(=O)(=O)N3CCCCC3)cc2s1)c1ccccc1` reads 5
# In TIM10 inh, `CCc1nnc(NC(=O)c2ccc(S(=O)(=O)N(C)Cc3ccccc3)cc2)o1` reads 19

# Carrying on:
Molecule	Mdm2 MdmX PPI	CHOP UPR activ	TIM10 inh	tim10-1 inh	697 NFkB inh	Jurkat NFkB inh	tim23-1 inh	UPR XBP1 act
CC1(C)C/C(=N\O)C(C(O)c2cccc([N+](=O)[O-])c2)C(C)(C)N1 (stereo not drawn)	-12	1.6	2	4	14	6	2	-2
COc1ccc(CNC(=O)CN2CCN(c3ccccc3O)CC2)cc1OC	-27	0.8	9	3	17	6	3	3
Cc1nc2ccccn2c1-c1csc(NCc2ccco2)n1	21	1.9	11	27	-29	11	16	-1
COc1ccc(C(CC(=O)NCCCN2CCOCC2)NS(=O)(=O)c2ccc(C)cc2)cc1 (stereo not drawn)	-18	0.7	9	18	9	4	14	-6
O=C1C=C(c2cccs2)C[C@H](c2ccccc2)[C@H]1n1nnc([N+](=O)[O-])n1	74*	1.2	8	-38	20	-10	-64	-4
Cc1ccc(NC(=S)c2ccc(N(C)C)cc2)cc1	-155	4.2	-10	5	-96	-199	4	0
Cc1c(Cl)cccc1NC(=O)CC1SC(=NCC2CCCO2)NC1=O (stereo not drawn)	25	1.4	-6	3	3	-5	1	-2
Cc1nnc(SC(C)C(=O)Nc2ccc3ccccc3c2)n1C (stereo not drawn)	30	1.1	1	10	16	-7	7	0
CSCc1c(C(=O)OCC(=O)c2ccc[nH]2)oc2ccccc12	13	0.7	67*	51*	3	9	59*	-3
Cc1ccc(CS(=O)Cc2ccc(C(=O)NCc3ccccc3Br)o2)cc1 (stereo not drawn)	-2	0.6	-3	9	-17	9	10	3
CC(=O)c1cccc(Nc2nc(-c3cccnc3)cs2)c1	-76	5.7	21	1	-81	-111	40	0
COC(=O)[C@]1(C)CCC[C@@]2(C)C3CC[C@@]4(C)C[C@]3(CCC21)CC(=O)N4Cc1ccc(OC)cc1 (stereo partly drawn)	27	3.4	14	21	-3	7	32	-4
O=C(C1CCCC1)N1CCC(CO)(Cc2ccccc2Cl)CC1	12	-0.7	29	6	6	7	11	-1
CCOc1ccc(CCNC(=O)COC(=O)c2nc(Cl)ccc2Cl)cc1OCC	10	0.0	7	28	1	0	30	2
CN(C)CCCNC(=S)/N=c1\sccn1Cc1ccccc1Cl	4	0.6	-18	-6	-3	-13	-14	-4
COc1cccc2c1OC[C@@H](CO)[C@H]2N(C)C(=O)Nc1ccccc1	-16	0.1	1	-6	13	0	13	-1
CCN(CC)S(=O)(=O)c1ccc2c(c1)nc(CCC(=O)Nc1ccc3c(c1)OCO3)n2CC	13	0.2	5	16	-34	-4	7	0
CC(=O)c1ccc(NC(=O)c2cc(S(=O)(=O)N3CCOCC3)ccc2C)cc1	29	2.5	-13	8	-2	10	2	-6
C/C(CCc1ccc2c(c1)OCO2)=N\NC(=O)c1ccccc1Cl	29	0.6	11	-2	15	7	7	1
O=C(NCCN1CCCCC1)c1cc(Cl)ccc1Cl	22	-1.9	10	-14	1	-3	5	-5

# Other records.
Molecule	Mdm2 MdmX PPI	CHOP UPR activ	TIM10 inh	tim10-1 inh	697 NFkB inh	Jurkat NFkB inh	tim23-1 inh	UPR XBP1 act
Cn1ncc(C#N)c1NC(=O)C1CC(c2c(F)cccc2Cl)=NO1 (stereo not drawn)	-2	-1.0	-16	-10	0	-6	-6	-3
CC(C)(Oc1ccc(Cl)cc1)C(=O)Nc1ccncc1	0	-2.9	-23	-62	12	14	-456	-1
O=S(=O)(CCc1nnc(-c2ccc(Br)cc2)o1)c1ccc(Cl)cc1	-13	-4.4	-14	-11	-23	-16	-1	1
Cc1cc(NC(=O)COC(=O)C2CCN(S(=O)(=O)c3ccccc3)CC2)c([N+](=O)[O-])cc1C	-17	-0.8	13	7	-42	-7	30	-2
C#CCOc1nc(Nc2cccc([N+](=O)[O-])c2)nc(OCC#C)n1	-15	1.1	41*	36	19	10	41	0
COc1ccccc1C1(O)C(=O)Nc2ccc(C)cc21 (stereo not drawn)	32	-1.2	2	-9	-2	-2	-7	-2
Cc1ccc(NC(=O)c2ccco2)c(NC(=O)c2ccc(Cl)cc2)c1	8	-0.7	15	30	-2	0	19	-4
CCOC(=O)c1ccc(NCC(O)COc2ccccc2)cc1 (stereo not drawn)	10	0.1	-5	32	9	-3	33	-4
O=C(NCc1ccccc1Cl)C1CCCN(S(=O)(=O)c2cccc3nsnc23)C1 (stereo not drawn)	6	-0.7	20	29	-14	-8	28	-6
CC(c1ccco1)N(C(=O)c1ccccc1NS(=O)(=O)c1ccc(Cl)cc1)c1ccccn1 (stereo not drawn)	26	2.6	45*	36	5	9	43	1
CCCCCCC1C(C#N)=C(N)OC2=C1C(=O)CCC2 (stereo not drawn)	2	0.7	17	21	-2	-5	32	-4
Cn1cc(C(=O)c2cccc(Cl)c2Cl)cc1C#N	6	-0.9	-56	-26	-18	4	-13	-4
CCCCN1CN(Cc2ccco2)CNC1=S	-3	0.1	1	6	4	5	-6	2
CCN(CC)C(=O)COc1ccc2oc(C)c(C(=O)OC)c2c1	-32	-1.5	0	28	17	-6	-1	-3
O=C(CC12CC3CC(CC(C3)C1)C2)NCc1ccco1	-16	0.8	10	26	-6	-8	37	-1
